# Screening results deposited in PubChem BioAssay by Broad Institute.
# RAD52 inh: RAD52 DNA annealing inhibitors, primary screen, biochemical, FRET, single point, set 2 | DNA repair protein RAD52 homolog (Homo sapiens), P43351 | recombinant RAD52 DNA annealing, FRET fluorescence | inhibition, % at 18.7 µM | hit rate 0.46% among 360,000 | AID 651710, 2012;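 active = every replicate showing at least 50% inhibition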
# Target sequence (P43351 whole entry, looked up): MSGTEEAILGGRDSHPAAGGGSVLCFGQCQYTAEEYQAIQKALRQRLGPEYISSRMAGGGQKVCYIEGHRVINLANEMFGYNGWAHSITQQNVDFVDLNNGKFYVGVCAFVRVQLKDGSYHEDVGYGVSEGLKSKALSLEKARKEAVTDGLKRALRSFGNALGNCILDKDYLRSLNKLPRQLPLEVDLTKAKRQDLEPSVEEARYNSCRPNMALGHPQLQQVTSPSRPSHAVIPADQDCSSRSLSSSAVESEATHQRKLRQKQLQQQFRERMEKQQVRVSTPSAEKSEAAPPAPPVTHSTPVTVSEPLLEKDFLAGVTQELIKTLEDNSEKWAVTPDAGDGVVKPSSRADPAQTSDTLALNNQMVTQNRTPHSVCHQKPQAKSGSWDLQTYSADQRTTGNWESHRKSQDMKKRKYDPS
# esBAF inh: Bmi1 luciferase reporter increase in mESCs, primary screen, esBAF inhibitor project, mouse ES cells, Bmi1 luciferase knock-in, single point | 24 h; 100% = twice the neutral-well signal | reporter increase, % at 12.5 µM | hit rate 2% among 350,000; in the data active = activation above about 40%;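 also: 0% = median of the plate's neutral control wells and 100% = double that signal; a rise in the Bmi1 reporter signal indicates esBAF inhibition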
# XiGFP reactiv: activators of inactive X chromosome reactivation, primary screen, imaging, XiGFP fibroblasts, GFP high-content imaging, set 2; XiGFP mouse fibroblasts, % GFP-positive cells imaging, 3 d; cells co-treated with 5-aza-dC sensitizer; scaled so ellipticine positive control = 100%; AID 743238, 2013; activation, % at 7.58 µM; hit rate 0.055% among 360,000;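 active = mean normalized replicate activation at least 10% and every replicate at or above 10%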;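 also: 0% = median of on-plate neutral control wells and 100% = ellipticine 6 µM median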
#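 Material: XiGFP fibroblasts, SV40-immortalized; Buffer or medium: DMEM containing 5-aza-dC; Compound dosing: single point; Times: 3 days compound exposure.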
# E-selectin induc: E-selectin induction in HUVECs, primary screen, imaging, HUVEC, immunofluorescence imaging, single point; P16581; normalized: neutral wells 0, TNF-alpha wells 100; activation, % at 7.58 µM; hit rate 0.37% among 260,000; AID 686992, 2013;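 active = mean E-selectin-positive cell signal at least 10% of the positive control, reached in at least 60% of replicates, without over 20% cell loss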;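 also: in these data hits start at about 27%; measured in HUVEC primary endothelial cells; signal is the percent of cells scored E-selectin positive by PE staining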
# Target sequence (P16581 whole entry, looked up): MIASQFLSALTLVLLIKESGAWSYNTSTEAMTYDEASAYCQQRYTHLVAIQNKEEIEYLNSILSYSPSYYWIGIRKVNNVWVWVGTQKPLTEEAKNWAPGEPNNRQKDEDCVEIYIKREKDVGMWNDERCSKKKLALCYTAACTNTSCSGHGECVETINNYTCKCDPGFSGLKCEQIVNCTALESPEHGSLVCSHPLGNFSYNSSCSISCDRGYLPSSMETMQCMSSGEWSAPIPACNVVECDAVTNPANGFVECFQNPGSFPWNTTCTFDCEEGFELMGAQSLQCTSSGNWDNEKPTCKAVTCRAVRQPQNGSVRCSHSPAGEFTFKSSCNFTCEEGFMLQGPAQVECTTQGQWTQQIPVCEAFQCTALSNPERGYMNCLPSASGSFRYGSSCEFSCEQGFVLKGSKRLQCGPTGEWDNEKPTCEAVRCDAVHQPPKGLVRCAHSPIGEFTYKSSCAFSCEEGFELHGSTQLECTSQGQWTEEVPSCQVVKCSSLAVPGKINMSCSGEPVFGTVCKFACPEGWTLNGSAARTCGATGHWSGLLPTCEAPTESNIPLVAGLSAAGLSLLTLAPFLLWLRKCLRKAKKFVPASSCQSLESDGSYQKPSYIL
#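 Test system: HUVEC | Signal: Immunofluorescence imaging | Read-out: Percent E-selectin-positive cells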
# S100A4 MyoIIA: inhibitors of S100A4-myosin IIA peptide binding, primary screen, biochemical, fluorescence polarization, TAMRA-MyoIIA peptide | Protein S100-A4 (Homo sapiens), P26447 | hit rate 0.14% among 360,000 | inhibition, % at 10.7 µM | AID 652163, 2013;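 active = mean inhibition of at least 70% across replicates, with every replicate also reaching that level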
#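 Material: S100A4 monomer protein / Buffer or medium: 50 mM HEPES pH 7.2, 10 mM CaCl2, 100 mM KCl / Times: 5 min incubation before reading / Benchmarks: neutral control DMSO, positive control TFP / Reagent: labelled myosin peptide probe, 5 nM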
# FN deposition inh: inhibitors of fibronectin matrix deposition, primary screen, AH1F cells, Alexa488-fibronectin fluorescence, plate reader; AID 743247, 2014; AH1F fibroblasts, overnight; inhibition, % at 12.6 µM; hit rate 0.086% among 350,000;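 active = mean inhibition across replicates of 30% or more, regardless of how many single replicates reach that level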;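 also: positive control wells lacked labelled fibronectin entirely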
#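 Material: AH1F fibroblast monolayer depositing Alexa488-labelled fibronectin into matrix / Amount: 10000 AH1F cells per well / Signal: fluorescence 485/525 nm / Medium: DMEM, 2% serum / Compound: single dose, pinned / Incubation: 1 h cell adhesion before compound, then overnight fibronectin incubation / Reagent: Alexa488-FN, 24 nM final / Read-out: inhibition of fibronectin deposition signal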
# EWS-Fli inh: EWS/Fli-driven NR0B1 reporter inhibitors, primary screen, A673 cells, NR0B1 luciferase, luminescence, MLPCN library; hit rate 0.67% among 350,000; inhibition, % at 12.6 µM; AID 651661, 2012; viability-normalised;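 active = mean inhibition of at least 50% after viability correction, with every replicate also passing that limit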;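 also: firefly luciferase signal divided by Alamar Blue viability fluorescence both relative to DMSO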
# RAD54 inh: inhibitors of human RAD54 branch migration, primary screen, biochemical, fluorescence, single point | DNA repair and recombination protein RAD54-like (Homo sapiens), Q92698 | RAD54 Holliday junction branch migration, FAM/BHQ fluorescence | inhibition, % at 10.4 µM | hit rate 0.14% among 360,000;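 active = mean normalized replicate activity at least 40 and at least half of replicates scoring 40 or more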;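 also: 0% = median of neutral control wells and 100% = median of positive control wells; inhibitors cause a drop in the FAM fluorescence signal; in these data hits start at about 50%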
# An asterisk follows results filed as active; nt = no result given; & = joins results of further samples.
no.	Molecule	XiGFP reactiv	RAD52 inh	FN deposition inh	EWS-Fli inh	S100A4 MyoIIA	E-selectin induc	RAD54 inh	esBAF inh
1	Oc1[nH]c2ccccc2c1N=NC(=S)NCC1CCCO1 (configuration not stated)	0.0	-4	5	16	-2	nt	nt	nt
2	Cc1ccc(S(=O)(=O)N2C[C@H]3C(=O)C[C@@H](c4ccccc4F)N(S(=O)(=O)c4ccc(C)cc4)[C@H]3C[C@H]2c2ccccc2)cc1	nt	-1	-14	7	16	-1.3	1	5
3	NC(=O)c1ccsc1NC(=O)CN1C(=O)NC2(CCCCC2)C1=O	0.2	-12	-5	5	-1	nt	-12	0
4	CCOc1ccccc1NC(=O)CN1CCC(NC(=O)c2ccccc2C)CC1	-0.1	-14	6	-1	-5	2.7	-9	-6
5	COCCNc1nc(NCc2ccccc2OC)c2sccc2n1	0.4	-11	-1	14	-6	1.7	-4	-3
6	CC(=O)N(c1ccc(Cl)cc1)c1nc(C)cc(C)c1C#N	0.0	-9	11	2	-2	0.6	nt	11
7	COc1ccc(C2CC(c3cccc(Br)c3)=NN2c2ccc(S(N)(=O)=O)cc2)cc1 (configuration not stated)	0.2	-21	6	17	-7	0.3	-18	-2
8	Cc1ccc(S(=O)(=O)NCC(=O)N(CC(=O)NC(C)(C)C)Cc2ccc3c(c2)OCO3)cc1	0.0	-8	2	-8	-1	0.9	-14	0
9	Cc1ccccc1S(=O)(=O)N1C[C@@H](O)COC[C@H]2O[C@H](CC(=O)N3CCN(C)CC3)CC[C@@H]21	-0.1	-7	6	1	-3	0.2	8	-2
10	Cc1ccc(C(C[N+](=O)[O-])c2c(C)[nH]n(-c3ccccc3)c2=O)cc1 (configuration not stated)	0.2	-3	6	6	4	nt	5	nt
11	Cc1noc(C)c1S(=O)(=O)Nc1ccc2c(c1)C(=O)N([C@H](C)CO)C[C@H](C)[C@H](CN(C)Cc1ccccc1)OCCCC[C@@H](C)O2	0.4	4	13	6	11	-0.1	4	4
12	Cc1cc(NS(=O)(=O)c2ccc(NC(=O)COc3c(C)cc(Br)cc3C)cc2)no1	0.2	-23	-3	27	-5	nt	14	-7
13	C[C@@H]1CCCCO[C@@H](CN(C)C(=O)Nc2ccc(C(F)(F)F)cc2)[C@H](C)CN([C@H](C)CO)C(=O)c2cc(NS(=O)(=O)c3ccc(Cl)cc3)ccc2O1	-1.3	-2	nt	18	2	2.6	6	-2
14	O=C(Nc1cccc2ncccc12)c1ccco1	0.0	-7	-2	3	-3	0.1	-3	-1
15	C[C@H](CO)N1C[C@H](C)[C@H](CN(C)C(=O)c2ccncc2)OCc2ccccc2-c2c(n(C)c3ccccc23)C1=O	0.0&-0.8	5&1	-4&3	6&-6	-4&-7	0.0	-1	3
16	COc1cccc(N(CC(=O)NCc2ccco2)C(=O)CCC(=O)Nc2nccs2)c1	-0.1	-20	-5	6	-9	1.9	-3	-2
17	CC(C#N)On1c(SC(C)C#N)nc2ccccc2c1=O (configuration not stated)	nt	nt	0	nt	nt	8.9	-2	1
18	O=C(Nc1ccc(F)cc1)N[C@H]1C=C[C@@H](CC(=O)N2CCCCC2)O[C@H]1CO	0.0	0	-5	-1	0	-0.2	-2	-2
19	O=C(N[C@H]1CC[C@H](CCNC(=O)C2CCC2)O[C@@H]1CO)c1ccccn1	5.4	6	nt	4	24	0.5	-4	1
20	CN(C)CC(=O)N[C@@H]1C=C[C@@H](CC(=O)NCc2ccc(Cl)cc2)O[C@H]1CO	-0.1	-14	-3	0	9	0.0	-3	1

# 2 neighbouring entries already listed:
no.	Molecule	XiGFP reactiv	RAD52 inh	FN deposition inh	EWS-Fli inh	S100A4 MyoIIA	E-selectin induc	RAD54 inh	esBAF inh
4	CCOc1ccccc1NC(=O)CN1CCC(NC(=O)c2ccccc2C)CC1	-0.1	-14	6	-1	-5	2.7	-9	-6
5	COCCNc1nc(NCc2ccccc2OC)c2sccc2n1	0.4	-11	-1	14	-6	1.7	-4	-3

# (more compounds)
no.	Molecule	XiGFP reactiv	RAD52 inh	FN deposition inh	EWS-Fli inh	S100A4 MyoIIA	E-selectin induc	RAD54 inh	esBAF inh
21	CC(C)CCN(CC(=O)NC(C)(C)C)C(=O)C(=O)Nc1ccc2c(c1)OCCO2	-0.1	2	nt	5	1	nt	nt	nt
22	COc1ccc(NC(=O)C(c2ccc(OC)cc2)n2c(=O)c(-c3cc4ccccc4[nH]3)nc3ccccc32)cc1 (configuration not stated)	0.0	-16	-2	-35	-1	7.0	nt	nt
23	CN(C)C(=O)c1cccc(-c2ccc(C3[C@H]4CNC[C@@H]3N4Cc3cc(-c4ccccc4)on3)cc2)c1 (some centres not stated)	0.1&0.2	31&22	-14&4	-9&-4	-14&-2	0.0&0.1	nt	nt
24	COc1ccc(NC(=O)Cc2c[nH]c3ccccc23)cc1S(=O)(=O)N1CCCCC1	0.0	nt	3	nt	nt	nt	0	9
25	Nc1ncnc2nc(SCCOc3ccc(Cl)cc3)[nH]c12	0.4	-12	2	0	-9	-1.1	nt	nt
26	O=C(N/N=C/c1cccc2cccnc12)c1ccccc1O	0.2	-21	4	-3	1	-0.1	-9	16
27	C[C@H]1CN([C@@H](C)CO)C(=O)c2cc(-c3ccc(C#N)cc3)cnc2O[C@H]1CN(C)C(=O)CC1CC1	0.0	-3	nt	-6	-21	-0.3	6	-4
28	CN(C)C(=O)CCc1ccc2c3c([nH]c2c1)[C@]1(C)[C@@H](C(=O)N2CCOCC2)C[C@H](CC(=O)NCCc2ccccn2)C(=O)N1CC3	0.0	-18	9	-13	0	-0.8	-13	3
29	O=C(Cn1cc(C(F)(F)F)ccc1=O)N/N=C/c1cccc(Cl)c1Cl	0.0	-6	-1	4	-2	0.4	-9	0
30	CC(C)(C)[S@](=O)N1Cc2cc(C(=O)NCc3ccc4c(c3)OCO4)nc(-c3cccc(-c4cccnc4)c3)c2[C@@H]1CCO	0.0	-35	15	1	5	-0.2	5	0
31	Cc1noc(C)c1NC(=O)Nc1ccc2c(c1)C(=O)N([C@@H](C)CO)C[C@@H](C)[C@H](CN(C)C(=O)Nc1ccc(C(F)(F)F)cc1)O2	0.1	-10	nt	-9	15	0.2	0	7
32	CC(=O)N1CCN(c2ccc(NC(=O)c3cccc(C)c3)cc2)CC1	0.0	-7	0	-39	-13	-0.1	3	18
33	CCc1noc(C)c1C(=O)N(C)CC(=O)Nc1ccc(Br)cc1C	0.0	-7	0	-1	-1	nt	-4	0
34	CCOc1ccc(/C=N/NC(=O)c2csc(C)c2C)c(OCC)c1	0.0	-9	0	-1	1	nt	0	nt
35	COc1ccc(C)cc1S(=O)(=O)NC1CCCCCC1	0.2	-2	nt	nt	5	-0.6	-16	1
36	Cc1ccc(C)c(S(=O)(=O)N2CCCOC2CNC(=O)C(=O)NCc2cccs2)c1 (configuration not stated)	-0.1	-9	nt	8	1	0.0	-2	6
37	CCN(CC)C(=O)c1cccc(-c2csc(C(C)(NC(C)=O)c3ccc(OC)cc3)n2)c1 (configuration not stated)	0.2	-17	2	7	-1	0.1	7	-8
38	CCc1nnc(NC(=O)c2ccc(F)c(S(=O)(=O)N3CCCCC3)c2)s1	-0.1	-6	6	nt	-3	1.0	3	6
39	Cc1cc(C(=O)N2CCN(S(=O)(=O)c3ccc(F)c(Cl)c3)CC2)c(C)o1	0.0	-17	-4	-3	-2	-0.8	1	0
40	COc1ccc(/C=C2/S/C(=N/S(=O)(=O)Cc3ccccc3)NC2=O)cc1OC	-0.1	-55	13	6	-3	nt	nt	-7

# More records follow.
no.	Molecule	XiGFP reactiv	RAD52 inh	FN deposition inh	EWS-Fli inh	S100A4 MyoIIA	E-selectin induc	RAD54 inh	esBAF inh
41	N#Cc1c(N2CCCC2)ccc(Br)c1Cl	0.2	-3	0	-1	-2	5.3	nt	-2
42	CC(C)Cc1nc2sc3c(c2c(=O)n1N)CC(C(C)C)OC3 (configuration not stated)	0.2	-14	-11	-14	1	0.0	3	0
43	Cc1cccnc1NC(=O)c1ccc(S(=O)(=O)N2CCCCCC2)cc1	1.9	2	2	-2	3	-0.2	nt	nt
44	COc1ccc(OC)c(/C=N/NC(=O)c2[nH]ncc2Br)c1	0.0	-10	9	9	-4	nt	-1	nt
45	CCc1ccc(S(=O)(=O)NCC2(N3CCOCC3)CCCCC2)cc1	0.4	-5	1	5	2	nt	-6	14
46	COc1cc(/C=N/NC(=O)C(Cc2c[nH]c3ccccc23)NC(=O)OCC(C)C)cc([N+](=O)[O-])c1OCc1ccccc1 (configuration not stated)	0.2	-10	2	12	5	0.4	0	2
47	C[C@H]1CN([C@@H](C)CO)S(=O)(=O)c2ccc(C3=CCCCC3)cc2O[C@H]1CN(C)C(=O)CN(C)C	-0.1	43	1	2	-2	0.0	17	-19
48	O=C1CC(c2ccccc2)CC2=C1C(c1ccccn1)Nc1ccccc1N2 (configuration not stated)	nt	-4	nt	-22	-3	nt	-2	3
49	O=C(CN1CCc2ccccc2C1)NC1CCCC1	-0.1	-5	-6	0	-3	1.0	nt	nt
50	Cc1ccc(C2(C)NC(=O)N(CC(=O)NCc3cccc(Cl)c3)C2=O)cc1 (configuration not stated)	-0.1	-26	-1	-10	-3	-0.2	1	-9
51	CCn1c(C)c(C)c2cc(C(=O)NCCCN3CCCC3)ccc21	0.0	-33	-3	nt	-45	3.0	-15	0
52	NS(=O)(=O)c1ccc(-c2ccc(/C=N/NC(=O)c3ccccc3O)o2)cc1	-0.1	-75	2	2	3	nt	nt	-6
53	CC(=O)Nc1ccccc1OCC(=O)N(Cc1ccccc1)C(C)C	0.1	-9	3	1	-1	-0.1	4	-3
54	CC(=O)Nc1cc2c(cc1[N+](=O)[O-])-c1ccc(F)cc1C2	0.0	-11	-2	-10	-4	0.0	-10	52*
55	CCN(CC)S(=O)(=O)c1ccc(C)c(NC(=O)COC(=O)CN2C(=O)NC(C)(C)C2=O)c1	0.0	-3	-2	-5	11	nt	3	-1
56	CNc1c([N+](=O)[O-])cnn1-c1ccccc1F	0.0	-4	-1	-21	-5	nt	nt	nt
57	Fc1ccc2cnc(-c3cccnc3)cc2c1	0.2	-12	9	-70	-4	-0.1	1	31
58	C/C(=N/NC(=O)CN1CCN(Cc2ccccc2Cl)CC1)c1cccs1	-0.1	-23	0	-8	-6	nt	-4	-1
59	COc1ccc(NC(=O)Nc2nnc(CC(=O)NCc3ccccc3)s2)cc1	0.0	-11	-4	-1	-9	1.3	nt	nt
60	Cc1cc2nc(C(C)(C)C)c(Cc3ccccc3)n2c(C)c1Br	-0.2	-10	4	18	16	-0.2	-5	-8
61	O=C(Oc1ccc(F)cc1)N1CCOCC1	0.1	-18	0	-9	2	nt	-5	-5
62	COc1cccc(CNCc2ccc(OC)cc2OC)c1	0.0	-1	-6	6	-2	0.6	-1	-6
63	COc1ccc(C(=O)NCC2CCN(C(=O)C(=O)c3cc4ccccc4o3)CC2)c(OC)c1	0.0	-34	-2	-12	11	-0.1	nt	nt

# Structures listed above printed as active in esBAF inh:
entry	canonical_smiles	RAD52 inh	S100A4 MyoIIA	esBAF inh
54	CC(=O)Nc1cc2c(cc1[N+](=O)[O-])-c1ccc(F)cc1C2	-11	-4	52*
